Compound activity deposited in PubChem by several laboratories.
ANO1 block – mouse TMEM16A channel inhibition, primary screen | Q8BHY3 | HEK293 TMEM16A/YFP iodide influx fluorescence, ionomycin | normalized B-score (activity score, 25-100; higher = stronger inhibition) at 10 µM | actives 1.2% (n = 310,000);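 active means ratio plate-corrected score three or more library SD toward inhibition, starting fluorescence score within five deviations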;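 further: score derived from kinetic fluorescence span divided by baseline fluorescence per well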
KCNQ1 act – potentiators or activators of human KCNQ1 potassium channel; P51787; B-score at 10 µM; CHO-K1 KCNQ1, thallium flux FluxOR fluorescence; active compounds read high; actives 0.35% (n = 310,000);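 active means fluorescence ratio B-score, a plate-corrected score, at least three library SD, with initial intensity B-score within 5 SD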
Target sequence (P51787 whole entry, looked up): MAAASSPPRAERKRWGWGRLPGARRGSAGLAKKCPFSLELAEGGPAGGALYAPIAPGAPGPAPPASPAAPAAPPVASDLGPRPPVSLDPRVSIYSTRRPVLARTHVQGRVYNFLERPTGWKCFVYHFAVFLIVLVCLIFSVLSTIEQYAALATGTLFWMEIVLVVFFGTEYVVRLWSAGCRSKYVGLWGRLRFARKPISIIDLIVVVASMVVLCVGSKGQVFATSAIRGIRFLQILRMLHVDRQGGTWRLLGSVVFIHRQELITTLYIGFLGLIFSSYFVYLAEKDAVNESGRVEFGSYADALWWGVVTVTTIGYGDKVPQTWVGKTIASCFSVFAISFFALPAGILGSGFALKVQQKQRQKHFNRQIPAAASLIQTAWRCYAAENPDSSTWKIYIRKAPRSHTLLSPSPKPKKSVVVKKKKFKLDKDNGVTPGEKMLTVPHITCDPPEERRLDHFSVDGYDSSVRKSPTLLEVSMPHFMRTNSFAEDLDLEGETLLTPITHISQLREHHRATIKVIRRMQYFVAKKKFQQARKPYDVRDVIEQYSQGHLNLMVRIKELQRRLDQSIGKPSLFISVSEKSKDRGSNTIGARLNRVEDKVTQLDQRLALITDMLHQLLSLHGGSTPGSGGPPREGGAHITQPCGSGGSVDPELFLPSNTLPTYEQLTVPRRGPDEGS
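Test system: CHO-K1 cells stably expressing KCNQ1 / Medium: assay buffer / Also added: depolarizing K+/Tl+ stimulus, K2SO4 and Tl2SO4 each 12.5 mM in 5x stock / Incubation: 90 min dye loading and 20 min compound exposure, both at room temperature / Signal: thallium influx via FluxOR fluorescence, kinetic imaging / Evaluation: B score of baseline-normalized fluorescence ratio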
TMEM16A act – activators or potentiators of mouse TMEM16A chloride channel | HEK293 TMEM16A/YFP-H148Q/I152L, iodide quench fluorescence; active compounds read low | B-score at 10 µM | actives 0.3% (n = 340,000) | AID 623877;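 active means fluorescence-ratio B-score plate-corrected deviation score at least 3 library SD below zero, with starting fluorescence score within 5 deviations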;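 further: channel opened by trigger with iodide after compound preincubation; score built on the fluorescence ratio of max minus min over baseline; more negative score means more quench and so TMEM16A activation or potentiation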
KCNK3 inh – human KCNK3 channel inhibition, primary screen. CHO-KCNK3 thallium flux, FluxOR fluorescence; active compounds read low. O14649. actives 0.84% (n = 340,000). B-score at 10 µM;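 active means B-score under library mean minus 4 SD, starting fluorescence ratio at most library mean plus 5 SD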;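 further: more negative B-score means stronger inhibition of thallium flux through KCNK3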
Target sequence (O14649 whole entry, looked up): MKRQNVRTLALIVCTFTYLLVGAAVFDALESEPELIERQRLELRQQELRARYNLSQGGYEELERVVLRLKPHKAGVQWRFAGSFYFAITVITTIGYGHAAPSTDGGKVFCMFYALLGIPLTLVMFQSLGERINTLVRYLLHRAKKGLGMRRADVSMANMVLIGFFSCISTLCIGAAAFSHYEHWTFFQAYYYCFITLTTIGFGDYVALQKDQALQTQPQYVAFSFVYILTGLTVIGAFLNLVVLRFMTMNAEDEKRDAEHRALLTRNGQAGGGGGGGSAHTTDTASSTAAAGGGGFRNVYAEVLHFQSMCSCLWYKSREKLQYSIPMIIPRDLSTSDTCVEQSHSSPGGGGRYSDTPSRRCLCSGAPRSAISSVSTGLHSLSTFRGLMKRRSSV
TRPC4 PAM – allosteric potentiators of mouse TRPC4 channel. Q9QUQ5. HEK293 TRPC4beta/mu-opioid, DAMGO EC20, Fluo-4 Ca2+ flux; active compounds read high. B-score at 10 µM. actives 0.42% (n = 310,000). AID 2227;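 active means B-score of calcium response area above 5 SD of library B-scores, with initial fluorescence ratio within 5 SD of library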;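 further: B-score of integrated fluorescence ratio over time as area under calcium response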
DYRK1A inh – blocks rat Dyrk1A kinase activity; AID 504441; ADP-Glo luminescence, NFATc1 peptide; actives 0.43% (n = 310,000); inhibition, % at 12.5 µM; in the data active means inhibition above about 50%;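 further: plate controls were vehicle with enzyme for no effect and no enzyme for full effect; many of its hits are not listed in these tables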
HDAC3 inhib – blocks human histone deacetylase 3; recombinant HDAC3, fluorogenic peptide/trypsin coupled, fluorescence; AID 2718; actives 0.15% (n = 320,000); inhibition, % at 8.3 µM; O15379; in the data active means inhibition above about 26%, passing the limit was not always enough
hERG rescue – hERG (human) protection from proarrhythmic block; activation (rescue from dofetilide block), less the hit threshold, % at 10 µM; CHO-hERG, FluxOR thallium flux, dofetilide IC70 present; actives 0.51% (n = 310,000); Q12809;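 active means activation above the mean of controls blocked by dofetilide plus 5 SD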;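 further: thallium influx through hERG after potassium depolarization seen as dye fluorescence rise; in these data hits start at about 4.7%; inactives centre near -7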
KCNQ1 inh – blocks the human KCNQ1 potassium channel; P51787; CHO-K1 KCNQ1, FluxOR thallium flux fluorescence; active compounds read high; B-score at 10 µM; actives 1.3% (n = 310,000); AID 2642;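 active means compounds whose thallium flux B-score, printed positive for inhibition, exceeds three library SD while starting fluorescence stays within three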;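 further: channel opened by potassium depolarization with thallium stimulus after 20 min compound exposure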
KCNK9 block – blocks the human KCNK9 two-pore domain potassium channel. Q9NPC2. HEK293 KCNK9, FluxOR thallium flux fluorescence; active compounds read low. actives 1.2% (n = 310,000). B-score at 10 µM;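 active means ratio B-score over 3 SD below the library mean, with starting fluorescence within 5 SD of its mean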;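 further: negative B-score means less thallium flux so channel inhibition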
TRPC4 act – opens the mouse TRPC4 cation channel | HEK293 TRPC4beta/mu-opioid, Fluo4 calcium fluorescence; active compounds read high | B-score at 10 µM | actives 0.49% (n = 310,000) | AID 2237;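 active means B-score above 5 SD of library B-scores, and initial fluorescence ratio not above library mean plus 5 SD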;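 further: positive B-score marks a calcium rise read as TRPC4 activation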
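System: HEK293 cells stably co-expressing mouse TRPC4beta and mu-opioid receptor; Schedule: Fluo4 dye loading 45 min at room temperature, 110 s recording; Detection: Fluo4 fluorescence, kinetic; Evaluation: B-scored integrated calcium fluorescence ratio; Controls: buffer (low) and maximal DAMGO (high).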
Numbers without * were called inactive; i = inactive; nt = not tested or not shown. This is a subset, so the mix of outcomes need not match the whole.

SMILES	ANO1 block	KCNQ1 act	TMEM16A act	KCNK3 inh	TRPC4 PAM	DYRK1A inh	HDAC3 inhib	hERG rescue	KCNQ1 inh	KCNK9 block	TRPC4 act
COc1cc(-n2c(C)nc3cc(C(=O)N4CCOCC4)ccc32)cc(OC)c1OC	i	i	i	i	i	6	2	-1	i	i	i
Cn1cc([N+](=O)[O-])c(C(=O)Nc2cc(Oc3ccccc3)cc([N+](=O)[O-])c2)n1	i	i	i	i	i	-3	0	-3	i	i	i
Cc1ccccc1-n1c(-c2ccoc2C)n[nH]c1=S	i	i	i	i	i	-8	4	-6	i	i	i
CCCNC(=O)CS(=O)Cc1nc(-c2cccc(OC)c2)oc1C (configuration not stated)	i	i	i	i	i	2	5	-15	i	i	i
COc1ccc(CCN(C)c2ccc(C(N)=O)cc2[N+](=O)[O-])cc1OC	i	i	i	i	i	9	-9	-17	i	i	i
CCOc1ccc(NC(=O)C2CCCN2C(=O)NC2CCCCC2)cc1 (configuration not stated)	i	i	i	i	i	-4	8	-5	i	i	i
O=C(N/N=C/c1ccc(Cl)cc1Cl)c1cccc(F)c1	i	i	i	i	i	25	11	-6	i	i	i
CCOC(=O)c1ccccc1NC(=O)COC(=O)CCC(=O)N1CCOCC1	i	i	i	i	i	7	0	-7	i	i	i
CCN1CCN(C(CNS(=O)(=O)c2ccc(Br)cc2)c2cccnc2)CC1 (configuration not stated)	i	i	i	i	i	-2	3	-6	i	i	i
Cc1cc(SCC(=O)N/N=C/c2ccccc2C(=O)O)c(C)cc1Br	i	i	i	i	i	8	3	-13	i	i	i
O=C(NNC(=O)c1ccc([N+](=O)[O-])cc1)c1ccc(F)cc1	i	i	i	i	i	1	-3	-2	i	i	i
COc1ccc(CN2CC(=O)N(c3ccc(Cl)cc3)C2=S)cc1OC	i	i	i	i	i	-4	1	-9	i	i	i
COC(=O)c1c(-c2ccc(C)cc2)csc1N	i	i	i	i	i	8	1	-12	i	i	i
CSc1ccccc1-c1nnc(-c2ccc(Cl)c(Cl)c2)o1	i	i	i	i	i	-2	2	-14	i	i	i
COc1ccc(NC(=S)NC(NC(C)=O)C(Cl)(Cl)Cl)c([N+](=O)[O-])c1 (configuration not stated)	i	i	i	i	i	7	12	-10	i	i	i
CC12CCC(=O)N1C(C(=O)NCCc1ccc(S(N)(=O)=O)cc1)CS2 (configuration not stated)	i	i	i	i	i	-4	0	-7	i	i	i
Cc1nn(Cc2noc(C(=O)NCc3ccccn3)n2)c(C)c1Br	i	i	i	i	i	2	-10	-9	i	i	i
COc1ccc(C(OC(=O)c2ccco2)C(=O)NC2CCCC2)cc1OC (configuration not stated)	i	i	i	i	i	-2	1	-11	i	i	i
CC(C)CC(NC(=O)c1ccc(C#CC(C)(C)O)s1)C(=O)O (configuration not stated)	i	i	i	i	i	-1	-1	-4	i	i	i
COc1ccc(N2C(=NC(=O)C3CCCCC3)SC3CS(=O)(=O)CC32)cc1Cl (configuration not stated)	i	i	i	i	i	-2	3	-6	i	i	i
O=C(COC(=O)c1ccco1)NCCNC(=O)COC(=O)c1ccco1	i	i	i	i	i	9	1	-1	i	i	i
CS(=O)(=O)c1ccc(C(=O)OCC(=O)NC23CC4CC(CC(C4)C2)C3)cc1[N+](=O)[O-]	i	i	i	i	i	2	-1	-12	i	i	i
COC(=O)c1cc(NC(=O)c2cc3ccccc3o2)cc(C(=O)OC)c1	i	i	i	i	i	-1	-4	-10	i	i	i
Cc1ccc(C(C)n2cc(C(=O)NCCN3CCN(C)CC3)nn2)cc1 (configuration not stated)	i	i	i	i	i	-7	-3	-8	i	i	i
CCOc1ccc(C2C(=O)N(C3CCCCC3)CC(=O)N2CC2CCCO2)cc1OC (configuration not stated)	i	i	i	i	i	1	-4	-6	i	i	i
Cc1cc2oc3c(c(=O)c2cc1C)C(c1ccc(C(C)C)cc1)N(CCCN1CCOCC1)C3=O (configuration not stated)	i	i	i	i	i	11	7	-16	i	i	i
C[C@@H]1CC[C@]2(C(=O)O)CC[C@]3(C)C(=CCC4[C@]56CC[C@@](O)(OC5)C(C)(C)C6CC[C@]43C)C2[C@H]1C (some centres not stated)	100*	nt	i	i	nt	-16	12	nt	nt	nt	nt
COc1ccccc1Oc1ccc(N2CC(C(=O)OCC(=O)c3ccc(F)cc3)CC2=O)cc1 (configuration not stated)	nt	i	i	i	i	-1	nt	-4	i	i	i
CCC1=NN(C(=O)c2ccccc2Br)C(O)(c2ccc(Br)cc2)C1 (configuration not stated)	i	i	i	i	i	-3	0	-23	i	i	i
O=C(CSc1ccccc1)Nc1cccc(NC(=O)c2ccco2)c1	i	i	i	i	i	9	5	-4	i	i	i

Looked up by compound from the list above, 2 records:
SMILES	ANO1 block	KCNQ1 act	TMEM16A act	KCNK3 inh	TRPC4 PAM	DYRK1A inh	HDAC3 inhib	hERG rescue	KCNQ1 inh	KCNK9 block	TRPC4 act
Cc1nn(Cc2noc(C(=O)NCc3ccccn3)n2)c(C)c1Br	i	i	i	i	i	2	-10	-9	i	i	i
CC(C)CC(NC(=O)c1ccc(C#CC(C)(C)O)s1)C(=O)O (configuration not stated)	i	i	i	i	i	-1	-1	-4	i	i	i

Remaining list, next part.
SMILES	ANO1 block	KCNQ1 act	TMEM16A act	KCNK3 inh	TRPC4 PAM	DYRK1A inh	HDAC3 inhib	hERG rescue	KCNQ1 inh	KCNK9 block	TRPC4 act
CNC(=O)c1c(NC(=O)c2ccc(S(=O)(=O)N3CC(C)OC(C)C3)cc2)sc2c1CCN(C(C)C)C2 (configuration not stated)	i	i	i	i	i	-2	8	-8	i	i	i
CCN(CC)CCNC(=O)c1ccc(NC(=O)c2ccc(Cl)c(S(=O)(=O)N3CCCCCC3)c2)cc1	i	i	i	i	i	-2	-2	-13	i	i	i
Cc1c(NC(=O)/C(=C/c2cccs2)NC(=O)c2ccccc2)c(=O)n(-c2ccccc2)n1C	i	i	i	i	i	-1	-4	-8	i	i	i
CCOC(=O)c1cnc(SCC(=O)c2ccc3c(c2)OCCO3)nc1N	i	i	i	i	i	5	6	-1	i	i	i
Cc1ccc2oc(=O)cc(CN3CCN(C/C=C/c4ccccc4)CC3)c2c1	i	i	i	i	i	7	0	-13	i	i	i
COc1ccc2c(CC(=O)OCC(=O)c3ccc(F)cc3)coc2c1	i	nt	i	i	nt	0	-2	nt	nt	nt	nt
COc1cccc(C(=O)NNC(=O)c2ccc(NS(=O)(=O)c3cccs3)cc2)c1OC	i	i	i	i	i	10	nt	-2	i	i	i
Cc1ccc(S(=O)(=O)N/N=C\c2ccc3c(c2)OCO3)c(C)c1	i	i	i	i	i	3	2	-11	i	i	i
Cc1[nH]c2ccc(-c3n[nH]c(=S)n3C)cc2c1C	i	i	i	i	i	0	-2	-3	i	i	i
Cc1cccc(NC(=O)CCC(=O)N/N=C/c2ccco2)c1C	i	i	i	i	i	-1	5	-4	i	i	i
NC(=O)CN1CCOCCN(CC(N)=O)CCOCC1	i	i	nt	nt	i	nt	-2	-5	i	i	i
COc1cc(/C=N\NC(=O)c2c(C)nc3cc(C)ccn23)ccc1O	i	i	i	i	i	-1	9	-5	i	i	i
O=C(O)c1cccc(S(=O)(=O)Nc2ccccc2Cc2ccccc2)c1	i	i	i	i	i	0	-5	-6	i	i	i
NCC(c1ccccc1)(c1ccccc1)c1ccccc1	i	i	i	i	i	-4	-4	-11	i	i	117*
CC1CCN(S(=O)(=O)c2ccc3c(c2)c(=O)c(C(=O)NCc2ccccc2Cl)cn3C)CC1	i	i	nt	nt	i	nt	1	-6	i	i	i
COc1ccc(/C=N/OCC(=O)N2CC3(C)CC2CC(C)(C)C3)cc1OC (configuration not stated)	i	i	i	i	i	-2	-3	-1	i	i	i
COc1ccc(NC(=S)N2CCC(C(=O)c3ccc(C)cc3)CC2)c(OC)c1	i	i	i	i	i	-6	-7	-5	i	i	i
CC(=O)c1cnc(Nc2cccc(Cl)c2Cl)s1	i	i	i	i	i	4	1	-11	i	i	i
NS(=O)(=O)c1ccc(NC(=O)CSc2ccccn2)cc1	i	i	i	i	i	8	6	-13	i	i	i
COc1cc(C2CC(=O)c3cnc(NC(=O)c4ccco4)nc3C2)cc(OC)c1OC (configuration not stated)	i	i	i	i	i	5	12	-7	i	i	i
C=CCn1c(SCC(=O)Nc2nc(C)cs2)nnc1C(NC(=O)c1ccccc1)C(C)C (configuration not stated)	i	i	i	i	i	3	-3	-12	i	i	i
CCCc1nc2ccccc2c(=O)n1NC(=O)c1c(O)c2ccccc2n(C)c1=O	i	i	i	i	i	nt	-5	1	i	i	i
CCCn1c(=O)c2c(nc3n2CCS3)n(C)c1=O	i	i	i	i	i	-3	7	-18	i	i	i
O=C(COC(=O)c1c(Cl)cccc1Cl)Nc1ccccc1Br	i	i	i	i	i	-1	-1	-12	i	i	i
Cc1ccc(S(=O)(=O)N2CCN(CCO)CC2)cc1-c1nnc2c3ccccc3c(C)nn12	i	i	i	i	i	-1	0	-15	i	i	i
Cc1ccc(CNC(=O)CS(=O)(=O)c2cn(CC(=O)N3CCOCC3)c3ccccc23)cc1	i	i	i	i	i	4	-8	-4	i	i	i
COc1ccc(CN2C(=NC(=O)c3ccccc3)SC3CS(=O)(=O)CC32)cc1OC (configuration not stated)	i	i	i	i	i	3	0	-6	i	i	i
CC(C)CC(CO)N1CCN(C(=O)c2ccc(Cl)cc2)CCC1=O (configuration not stated)	i	i	i	i	i	5	-7	-8	i	i	i
CCC(OCC(O)CN1CCCCC1)c1ccccc1 (configuration not stated)	i	i	i	i	i	-2	-3	-4	i	i	i
O=C(COc1ccccc1)Nc1nnc(S(=O)(=O)N2CCCC2)s1	i	i	i	i	i	-4	9	-10	i	i	i
CCOCCCNC(=O)Cn1cnc2c(cnn2-c2ccc(C)c(C)c2)c1=O	i	i	i	i	i	-1	3	-7	i	i	i
O=C(NC1CC2CCCC(C1)N2C(=O)NCc1ccccc1)C1CC1 (configuration not stated)	i	i	i	i	i	-1	6	-3	i	i	i
CC(Sc1ccccc1)C(=O)N1CCN(S(=O)(=O)c2ccc(Cl)cc2)CC1 (configuration not stated)	i	i	i	i	i	-5	4	-4	i	i	i
Cc1onc(-c2ccccc2Cl)c1C(=O)Nc1cnn(Cc2ccccc2)c1	i	i	i	i	i	1	11	-9	i	i	i
O=C(N/N=C/c1cccn1-c1ccc([N+](=O)[O-])cc1)c1cccnc1	i	i	i	i	i	13	-8	-15	i	i	i
